Bioassay records as filed in PubChem.
Cav3 T inh: inhibitors of human Cav3.2 T-type calcium channel; O95180; B-score at 10 µM; AID 449739; hit rate 4% among 100,000; Cav3.2-expressing cells, Fluo-4 calcium fluorescence FDSS; hits give low values;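 active = single-dose well whose peak fluorescence ratio is a statistical outlier from its plate by either plate-standardised score or position-corrected B-score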
* marks the source's active call; other numbers are inactive results. Only part of the results is shown. The share of hits here may be higher or lower than overall.

Cav3 T inh | molecule
-6.23* | CCOc1ccc2[nH]c(=O)c(CN(Cc3cccs3)C(CC)c3nnnn3C(C)(C)CC)cc2c1 (stereo not given)
-2.54 | CCOC(=O)N1CCN(c2nc(-c3cccc(OC)c3)cc(C(F)(F)F)n2)CC1
1.06 | Clc1ccccc1Nc1c2c(nc3ncnn13)CCC2
1.34 | O=C1CCN(C(=O)c2ccccc2)C2CCCCC12 (stereo not given)
-1.08 | CCOC(=O)c1cnc2cc(-c3ccc(C(C)(C)C)cc3)nn2c1N
0.0128 | COc1ccc(OC)c(C(=O)c2ccc(C(=O)c3cc(OC)ccc3OC)cc2)c1
0.463 | COc1ccccc1N1CCN(C(=O)c2c(-c3ccccc3Cl)noc2C)CC1
0.36 | CCOC(=O)c1cc(-c2nnc(-c3cc(OC)c(OC)c(OC)c3)o2)c(C)nc1C
-5.91* | CCCN(CCC)C(=O)CSc1nc2ccccc2c(=O)n1CC1COc2ccccc2O1 (stereo not given)
2.13 | COC(=O)C1CCN(c2cc(=O)n(C3CCCCC3)c(=O)[nH]2)CC1
-0.424 | Cc1ccc(SC(C)C(=O)Nc2ccccc2C(=O)N2CCOCC2)cc1 (stereo not given)
0.204 | Cc1cc(-c2nnc(-c3cc4ccccc4oc3=O)o2)c(C)n1-c1ccccc1
0.28 | Cc1ccc(OCC(=O)NNC(=O)CCc2ccccc2)cc1
-0.52 | Cc1cc(C)nc(NS(=O)(=O)c2ccc(NC(=O)CCN3C(=O)c4ccccc4C3=O)cc2)n1
0.919 | CC1=C(C)C(=O)N(c2ccccn2)C1=O
-1.9 | CCOC(=O)c1c(NC(=O)CSc2nnnn2-c2ccc3c(c2)OCCO3)sc(C)c1C
0.0168 | Cc1ccc(N=C(NOC(=O)c2ccccc2)c2nonc2N)c(C)c1
0.277 | Cc1cc2c(cc1C)NC(c1ccccn1)C1=C(CC(C)(C)CC1=O)N2 (stereo not given)
0.0619 | O=C(Nc1ccc(Cc2ccncc2)cc1)C1CCC(N2C(=O)C3C4C=CC(C4)C3C2=O)CC1 (stereo not given)
0.4 | O=C(COC(=O)c1cccc(C(=O)OCC(=O)c2ccc(Br)cc2)n1)c1ccc(Br)cc1
0.0997 | CCC(CC)C(=O)Nc1cccc(C(=O)Nc2nccs2)c1
0.0163 | O=C(Cn1c(=O)n2ncnc2c2c3c(sc21)CCCC3)c1ccccc1
0.771 | Cc1cc(-c2ccccc2)nc(N(C)NC(=O)c2ccc(Cl)cc2)c1S(C)(=O)=O
-4.53* | COc1ccc(OCC(=O)N2CCN(c3cccc(Cl)c3)CC2)cc1
1.01 | COc1ccc(-c2cc(C(=O)O)c(C)o2)cc1OC

Part of the list above in order of molecular weight, lowest first:
Cav3 T inh | molecule
1.34 | O=C1CCN(C(=O)c2ccccc2)C2CCCCC12 (stereo not given)
-1.08 | CCOC(=O)c1cnc2cc(-c3ccc(C(C)(C)C)cc3)nn2c1N
-0.52 | Cc1cc(C)nc(NS(=O)(=O)c2ccc(NC(=O)CCN3C(=O)c4ccccc4C3=O)cc2)n1

(next part)
Cav3 T inh | molecule
0.634 | Cc1nn(C(=O)N2CCOCC2)c(C)c1CN1C(=O)c2ccccc2C1=O
-0.275 | CC(NS(C)(=O)=O)C(c1cccs1)N1CCN(c2ccccc2F)CC1 (stereo not given)
0.0186 | Cc1ccc(S(=O)c2ccc(C)cc2)cc1
-0.026 | CC(C)=CC(=O)OCC(=O)Nc1ccc(Cl)cn1
-1.13 | COc1ccccc1N1CCN(C(c2cccs2)c2nnnn2C2CCCC2)CC1 (stereo not given)
0.0395 | O=c1c2ccsc2ncn1Cc1ccccc1F
0.964 | COc1ccc(OC)c(-n2c(-c3ccc(C)cc3)n[nH]c2=S)c1
-0.249 | S=C(Nc1ccccc1)Nc1ccc(OCc2ccccc2)cc1
-0.208 | COCCn1c(SCC(=O)Nc2cc(C)on2)nnc1-c1c[nH]c2ccccc12
-1.09 | CCCC[C@@H]1C[C@H]1[C@@H](NC(=O)c1ccco1)c1ccc(Cl)cc1
0.0154 | COC(=O)Cn1cnc2sc(C)c(S(=O)(=O)N3CCC(C)CC3)c2c1=O
0.952 | O=C1CC(=O)C(n2cncn2)C(c2ccc(Cl)cc2)C1 (stereo not given)
-0.954 | CCC(C)c1c(O)nc(SCC(=O)Nc2ccccc2)[nH]c1=O (stereo not given)
-0.726 | CC(C)CCN1CC(O)=C(c2nc3ccccc3[nH]2)C1=N
-0.45 | O=C(c1ccco1)N(c1ccccn1)c1ccccn1
-0.28 | C/C(=C\c1ccco1)C1Nc2cccc3cccc(c23)N1
1.03 | Cc1cc(NS(=O)(=O)c2ccc(NC(=O)C(C)Oc3ccc4c(C)cc(=O)oc4c3)cc2)no1 (stereo not given)
-0.00893 | N#Cc1c(N)n[nH]c1CCCN
0.836 | CCc1nc2sc3ccccc3c(=O)c2c(=O)n1CCOC
-0.0926 | O=C(NCCN1CCOCC1)c1cc(-c2ccc(Br)cc2)on1
-1.08 | Cc1ccc(Cn2nc(C)c3cc(C(=O)OCC(N)=O)sc32)cc1
-2.94 | CC(SC1=NCCS1)C(=O)Nc1nnc(-c2ccc(F)cc2)s1 (stereo not given)
-0.417 | Cc1cc(C)n2nc(SCC(=O)N(C)c3ccccc3)nc2n1
-0.657 | COc1ccccc1CO/N=C/NC(=O)c1c(OC)ccnc1Oc1ccc(F)cc1
0.508 | CCC(C)NC(=O)C1CCN(c2nc(C)cc(C)n2)CC1 (stereo not given)
-1.63 | COc1cccc(-c2nc(CSCC(=O)N3CCc4ccccc43)c(C)o2)c1
1.13 | COc1ccc2[nH]c3c(=O)n(CCCCC(=O)N4CCCC4)c(=S)[nH]c3c2c1
0.573 | Cn1cccc1C(=O)C(=O)Nc1cccc(Cl)c1Cl
1.79 | CCOC(=O)Cc1csc(NC(=O)c2ccc(C)o2)n1
-1.78 | Cc1ccc(-c2csc(N(CCc3ccccc3)C(=O)COc3ccccc3)n2)cc1
-1.89 | Cc1ccc(NC(=O)CSC2=Nc3ccccc3C3CC=NN23)c(C)c1 (stereo not given)
0.017 | Cn1ncc(N=Cc2ccccc2)c1C(=O)Nc1cccc(Cl)c1
-0.912 | CC(C)c1ccc(CNc2ccc(N3CCOCC3)cc2)cc1
2.56 | CC(=O)C1=C(C)NC(=O)NC1c1ccc(OC2CCCC2)cc1 (stereo not given)
0.851 | CCSc1nnc(Cc2cc(=O)[nH]c(=O)[nH]2)n1-c1cccc(C)c1
1.44 | Cc1nc(NC(C)C)c2cnn(CCc3ccccc3)c2n1
2.05 | COc1cc(NC(=O)c2ccc(CNc3c(N4CCOCC4)c(=O)c3=O)cc2)cc(OC)c1
0.978 | Cc1onc(-c2ccccc2)c1C(=O)NCC1CCN(C(=O)c2c(-c3ccccc3)noc2C)CC1
-1.22 | CC(=O)C1=C(C)NC(SCSc2ccccc2)=C(C#N)C1c1cccnc1 (stereo not given)
-0.437 | CN(C(=O)COC(=O)c1ccc2c(c1)OCO2)C1CCS(=O)(=O)C1 (stereo not given)
-0.445 | CCCCN(CC)C(=O)Cn1ncc2c1-c1cc(C)ccc1OC2
3.34 | CCn1c(SCC(=O)N2CCCC2)nnc1-c1ccc(S(=O)(=O)N2CCCCCC2)cc1
-0.244 | Cc1cc(=O)n2[nH]c(-c3ccc(F)cc3)nc2n1
-1.26 | O=C(NCCCCC(NC(=O)C1CCCCC1)C(=O)O)c1ccccc1 (stereo not given)
-4.48* | O=C(CC(SCc1ccco1)c1ccc(O)cc1)c1cccs1 (stereo not given)
0.25 | CCOC(=O)c1ccccc1NC(=O)c1cncc(Br)c1
-0.403 | COc1ccc(N2CC(O)=C(c3nc4ccccc4s3)C2=N)c(OC)c1
-5.36* | CCOc1ccccc1OCCOc1ccccc1OC(C)C
0.157 | Cc1ccc2cc3cc(C(=O)NCc4ccco4)oc3nc2c1
0.951 | Cc1ccc(C(=O)NCCn2cc(SCC(=O)N3CCOCC3)c3ccccc32)cc1

Following part
Cav3 T inh | molecule
0.93 | CCOc1ccccc1C1CC(c2ccc(F)cc2)Nc2nc(N)nn21 (stereo not given)
-0.953 | Cn1c(=O)cc(SCC(=O)NCCCN2CCOCC2)c2ccccc21
0.00286 | O=C(Nc1cnn(Cc2c(Cl)cccc2Cl)c1)c1ccc([N+](=O)[O-])cc1
-0.0328 | CC(O)Cc1nsc(NC(=O)c2cccs2)n1 (stereo not given)
-3.42 | Nc1ncnc2c1ncn2[C@@H]1O[C@H](CO)C[C@@H]1O
0.834 | O=C1c2ccccc2C(=O)N1OCc1cccc(Cl)c1
0.666 | Cc1ccc(Cn2cc(/C=C/C(=O)O)c(-c3ccccc3)n2)cc1
0.141 | O=C(CN1C(=O)C2C3C=CC(C3)C2C1=O)Nc1nc(-c2ccccn2)cs1 (stereo not given)
0.56 | COc1ccc2nc(SCc3cnc(C)nc3N)[nH]c2c1
0.175 | CCOC(=O)CN1CC23C=CC(O2)C(C(=O)NCc2ccccc2OC)C3C1=O (stereo not given)
0.634 | O=C(c1ccc(S(=O)(=O)N2CCC(c3nc4ccccc4[nH]3)CC2)cc1)N1CCOCC1
-0.0535 | Cc1ccc(-n2c(C)nc3c(cnn3-c3ccccc3Cl)c2=O)cc1C
-4.04* | COc1ccc(C(=O)N(Cc2nc(-c3ccc(C)cc3)no2)C2CCCCC2)cc1OC
-0.441 | CCCCNC(=O)CCNC(=O)c1ccc(C(C)(C)C)cc1
0.118 | Cc1ccc(C)n1-c1ccc(C(=O)O)cc1
-1.45 | N#Cc1cc(Oc2cccc3cccnc23)c(-n2nnc3ccccc32)cc1C#N
0.000357 | Cc1nc(=O)c(-c2ccccc2)c(C)n1-c1ccc(S(N)(=O)=O)cc1
-0.423 | S=C(Nc1cccc2ccccc12)N1CCN(c2ncccn2)CC1
-1.32 | O=C(NC1CCCCC1)c1ccc2c(c1)S(=O)(=O)c1ccccc1C2=O
0.0708 | Cc1ccc(O)c(C(=O)c2cnc3c(c2)CN(C)C(=O)N3)c1
-0.0658 | O=C(COC(=O)Cc1ccc(S(=O)(=O)N2CCCCC2)s1)Nc1ccc2c(c1)OCO2
-1.66 | CCOc1ccccc1N(C(=O)Cn1nnnc1-c1ccc(C)o1)C(CC)C(=O)NC(C)(C)C (stereo not given)
0.435 | O=C1Nc2ncccc2OC1CCO (stereo not given)
-2.78 | CC(C)CCNC(=O)CN(C(=O)CCC(=O)Nc1ccccn1)c1ccc2c(c1)OCO2
-1.38 | CC(C)CCNC(=O)c1onc(CSc2ccc(F)c(F)c2)c1C(=O)NCCC(C)C

5 entries drawn at random from those above:
Cav3 T inh | molecule
0.666 | Cc1ccc(Cn2cc(/C=C/C(=O)O)c(-c3ccccc3)n2)cc1
-4.04* | COc1ccc(C(=O)N(Cc2nc(-c3ccc(C)cc3)no2)C2CCCCC2)cc1OC
-3.42 | Nc1ncnc2c1ncn2[C@@H]1O[C@H](CO)C[C@@H]1O
0.93 | CCOc1ccccc1C1CC(c2ccc(F)cc2)Nc2nc(N)nn21 (stereo not given)
-1.38 | CC(C)CCNC(=O)c1onc(CSc2ccc(F)c(F)c2)c1C(=O)NCCC(C)C

Laid out differently: entries from further up.
CCn1c(SCC(=O)N2CCCC2)nnc1-c1ccc(S(=O)(=O)N2CCCCCC2)cc1
  Cav3 T inh = 3.34

Cc1cc(=O)n2[nH]c(-c3ccc(F)cc3)nc2n1
  Cav3 T inh = -0.244

O=C(NCCCCC(NC(=O)C1CCCCC1)C(=O)O)c1ccccc1 (stereo not given)
  Cav3 T inh = -1.26

O=C(CC(SCc1ccco1)c1ccc(O)cc1)c1cccs1 (stereo not given)
  Cav3 T inh = -4.48*

Carrying on.
Cav3 T inh | molecule
0.0538 | COc1cccc(NC(=O)OCCN2CCN(Cc3ccccc3)CCC2=O)c1
-0.0411 | CCCCC(=O)NC1(C(F)(F)F)C(=O)Nc2c1c(=O)n(C)c(=O)n2C (stereo not given)
-4.61* | O=C(Nc1ccn(Cc2ccccc2F)n1)c1ccc(COc2ccc(Br)cc2)cc1
-0.335 | CCCCNC(=O)N(C)c1nncnc1C(=O)NC
-0.0462 | COc1ccc(C)cc1NC(=O)CCS(=O)(=O)c1cccc2nonc12
-1.66 | CCOc1cc(/C=C2/C(=O)ON=C2C)ccc1OCc1ccccc1F
0.989 | CCCCOc1ccccc1C1C(C(N)=O)=C(C)Nc2nnnn21 (stereo not given)
-0.402 | O=C(NCCc1ccccc1)c1ccco1
1.94 | Cc1ccc(N=C(NO)c2nonc2N)cc1
-1.37 | O=C(NCc1ccc2c(c1)OCO2)c1cccc(S(=O)(=O)N2CCCCC2)c1
-2.23 | CN(C(=O)c1ccc2c(c1)OCO2)C1(C(=O)NC2CCCCC2)CCCCC1
-3.03 | CCOC(=O)CCNC(=O)Nc1ccc2nc(C)n(Cc3ccc(Cl)cc3)c(=O)c2c1
-0.326 | COc1ccc(Cc2nc(-c3ccc(Cl)cc3)no2)cc1
0.0786 | CC(=O)Nc1ccc(OCC(O)CN2CCN(c3ccccc3Cl)CC2)cc1 (stereo not given)
-1.32 | Cc1cccc(CN2C[C@]34C=C[C@@H](C[C@@H]3S2(=O)=O)O4)c1
0.292 | COc1ccccc1NC(=O)c1cccnc1
0.612 | Cc1nn(C(C)C(=O)N2CCc3ccccc3C2)c(=O)c2cc3occc3n12 (stereo not given)
0.136 | NC(=O)c1cccc(S(=O)(=O)N2CCCCC2)c1
-0.064 | COC(=O)COc1cccc2c(=O)n(CC(=O)NCc3ccc(F)cc3)ccc12
0.26 | CC(C)N(CCc1ccncc1)C(=O)Nc1ccc(Cl)c(Cl)c1
2.75 | COCC(C)NC(=O)CCS(=O)(=O)c1nc(-c2ccc(OC)cc2)cc(C(F)(F)F)n1 (stereo not given)
-0.655 | Cc1ccccc1C(=O)Nc1ccc(Br)c(C)n1
0.265 | Cc1cc2c(N=O)c(NO)ccc2[nH]1
-2.35 | CC(C)N1CCC2(CC1)N=C(c1ccc3c(c1)OCO3)CC(c1cc(Cl)ccc1O)N2 (stereo not given)
0.15 | O=C(Cn1c(NCCCO)nc2ccccc21)c1cccc(Br)c1
-5.88* | COc1ccccc1C(c1nnnn1CCc1ccccc1)N1CCN(c2ccccc2)CC1 (stereo not given)
-0.019 | CN(C)CCNC(=O)c1onc(CSc2ccc(F)cc2)c1C(=O)NCCN(C)C
-0.209 | C[C@@H]1NC(=O)c2cc([N+](=O)[O-])cc(I)c2OCC[C@@H](C(N)=O)NC(=O)[C@H](CCC(=O)O)NC1=O
0.279 | Cc1nn2c3ccccc3nc2n(C)c1=O
-0.126 | O=C(NCCCNC(=O)c1ccco1)c1ccco1
